ARNT TACC3 PPI: ARNT/TACC3 interaction disruption; Q9Y6A5; AlphaScreen His-ARNT PAS-B/GST-TACC3 binding, luminescence; TACC3 fragment carries E629A point mutation; inhibition, % at 9.99 µM; 390,000 tested, 0.66% active;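 active = mean inhibition of replicates at least 50% and at least half of replicates each reaching 50%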;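 note: 0% = complete ARNT plus TACC3 wells and 100% = ARNT alone without TACC3; many hits fall short of the cut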
LGR2 antag: Drosophila LGR2 receptor signaling inhibition | inhibition, % at 9.99 µM | HEK293 LGR2, CRE-luciferase, bursicon-stimulated, 4 h | 380,000 tested, 0.35% active;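 active = drop in luminescence signal, shown as inhibition above about 50% in the replicate tests, limit read from the data, passing the limit was not always enough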;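 note: agonist challenge used bursicon conditioned medium at about half maximal strength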
Starred values were filed as active, the others as inactive. Not all compounds are listed; count on the stated rates, not on these rows.

no.	SMILES	ARNT TACC3 PPI	LGR2 antag
1	Cc1ccc(NC(=O)/C(=C/c2ccco2)c2ccccc2)c(C)c1	14.7	12.7
2	CCn1c(SCC(=O)NC2CCCCC2)nc2c(c1=O)SC(C)C2 (stereo unspecified)	-1.6	4.7
3	N#Cc1nn(-c2ccccc2)nc1N1CCCCC1	-12.3	-25.5
4	COc1ccc(Nc2cc(=O)n(C3CCCCC3)c(=O)[nH]2)c(OC)c1	2.3	-8.9
5	CCNC(=O)CSc1ncnc2sccc12	-2.4	-9.6
6	Cc1ccc(N/C(N)=N/c2nc3c(c(=O)[nH]2)CCCC3)c(C)c1	-6.1	-1.1
7	Cc1ccc(N2C(N)=NC(N)=NC23CCCC3)c(C)c1	4.4	-1.3
8	COc1cccc2cc(C(=O)C3=C(O)C(=O)N(CCN4CCOCC4)C3c3cccs3)oc12 (stereo unspecified)	-2.8	-11.4
9	CCOC(=O)C1=C(C)NC(=O)NC1c1ccc(OC)c(CN2CCOCC2)c1 (stereo unspecified)	-3.2	15.8
10	COc1c2ccoc2nc2c(OC)c(OCC(O)C(C)(C)O)ccc12 (stereo unspecified)	-6.5	-4.0
11	COc1ccc(OC)c(NC(=O)c2cnn(-c3ccccc3Cl)c2NC(=O)c2ccco2)c1	2.9	-13.0
12	O=C(CSCCN1C(=O)c2ccccc2C1=O)Nc1ccc2ccccc2c1	-2.1	12.1
13	COc1cc(NS(=O)(=O)c2ccc(NC(=O)COc3ccccc3C)cc2)nc(OC)n1	2.2	-11.3
14	O=C(CSc1nc2ccccc2o1)Nc1nncs1	-1.3	-2.4
15	COc1cc(C(=O)Nc2ccc(S(=O)(=O)Nc3nccc(C)n3)cc2)cc(OC)c1OC	-1.7	4.4
16	COc1cccc(C(=O)NC(=S)Nc2ccc3c4c(cccc24)CC3)c1	4.7	-18.7
17	CCOC(=O)C1=C(Cn2cnc3ccccc32)NC(=O)NC1c1ccc(OC)cc1 (stereo unspecified)	-0.8	10.6
18	CCOc1ccc(NC(C)c2cc(Cl)ccc2O)cc1 (stereo unspecified)	-9.3	-5.6
19	N#C/C(=C\c1ccccc1)c1nc2ncccc2[nH]1	2.5	-17.7
20	CCC(C)(C(=O)NC1CCCCC1)N(C)C(=O)c1ccccn1 (stereo unspecified)	-3.4	8.2
21	Cc1ccc(-c2nnn(CC(=O)N(Cc3cccs3)C(C(=O)NC3CCCC3)c3ccncc3)n2)cc1 (stereo unspecified)	-1.4	26.4
22	C/C(=N\NC(=O)c1ccoc1C)c1cccnc1	-0.8	-18.0
23	CCN(CC)S(=O)(=O)c1ccc2c(c1)nc(SC(C)C(N)=O)n2-c1ccc(OC)cc1 (stereo unspecified)	27.1	-3.4
24	COc1cccc(NC(=O)Cn2c(=O)n(CCCC(=O)NCc3ccco3)c(=O)c3ccccc32)c1	-17.9	14.7
25	O=C(CSCc1ccc(F)cc1)N1CCN(c2ccccc2)CC1	-8.7	-24.5
26	CNCc1ccccc1Sc1ccc(OC)c(OC)c1	-0.1	8.5
27	Nc1c(C(=O)NC2CCCC2)c2nc3ccccc3nc2n1N	-1.8	-26.9
28	COc1ccc(/C=N/NC(=O)C(=O)N2CCN(c3ccccc3OC)CC2)cc1	6.9	-7.9
29	O=C(CCS(=O)(=O)c1ccc(Br)cc1)N1CCN(Cc2ccccc2)CC1	-3.9	-6.6
30	COc1cccc(-c2noc(Cn3nc(C)c([N+](=O)[O-])c3C)n2)c1	0.9	-38.6
31	CCN1C(=O)/C(=C\N(C(C)=O)c2ccccc2)OC1=S	-6.6	11.4
32	Cc1oc2c(c1C(=O)NCCCC(=O)O)CCCC2	-0.3	-2.1
33	O=S1(=O)CCN2C(c3ccc4c(c3)CCCC4)=CSC2=N1	-24.0	19.8
34	Cc1cc(NC(=O)CSc2nnc(C3CC3)n2Cc2ccccc2)no1	-0.3	-1.2
35	COc1ccc(N(CC(=O)NCCC2=CCCCC2)S(C)(=O)=O)cc1	-4.0	0.5
36	CCn1c(SCC(=O)Nc2cc(C)on2)nc2c(c1=O)SC(C)C2 (stereo unspecified)	-3.6	0.3
37	Cc1cc(=O)n2nc(N3CCC(C(=O)N4CCN(C)CC4)CC3)sc2n1	3.7	7.9
38	CCn1nc(C)c(NC(=O)/C=C/c2cnn(C)c2)c1C	2.5	-12.9
39	Cc1ccc(-c2csc3ncnc(SCC(=O)NCc4ccc5c(c4)OCO5)c23)cc1	-5.2	8.1
40	N#CCC1c2ccccc2CCN1C(=O)Nc1ccc(Cl)cc1 (stereo unspecified)	-15.1	14.9
41	Cc1ccc(CCNC(=O)CCNS(=O)(=O)c2ccc3c(c2)oc(=O)n3C)cc1	-11.5	-20.5
42	Cc1cc(NC(=O)CSc2nnc(CNc3ccc(F)cc3)n2C2CCCCC2)no1	-3.3	2.5
43	CCC(=O)NC(=S)Nc1ccc(-c2nc3ccccc3s2)cc1	-1.2	-4.2
44	COc1ccccc1NC(=S)NC(=O)C(C)C	28.2	8.9
45	CCOC(=O)C1=C(C)NC2=C(C(=O)C(C(=O)OCC)C(c3cccc(OC)c3)C2)C1c1ccccn1 (stereo unspecified)	-4.8	-3.1
46	C=C(C)c1cccc(C(C)(C)NC(=O)N2CCN(C/C=C/c3ccccc3)CC2)c1	-0.2	-4.1
47	Cc1sc2nc3c(SC(C)C(=O)O)cc(C(=O)c4ccccc4O)cn3c(=O)c2c1C (stereo unspecified)	4.9	-7.1
48	CCNC(=S)NNC(=O)c1ccccc1OC(F)F	-4.1	7.1
49	CC(C)NC(=O)C1CCCN(S(C)(=O)=O)C1 (stereo unspecified)	5.1	11.7
50	Cn1c(=O)c2c(ncn2CC(=O)N2CCc3ccccc3C2)n(C)c1=O	4.4	-8.2

Remaining list, next part.
no.	SMILES	ARNT TACC3 PPI	LGR2 antag
51	COC(=O)[C@H](CCSC)NC(=O)NCCc1ccccc1F	1.8	-10.0
52	Cc1cc(/C=C(\C#N)C(=O)OCC(=O)NC(=O)NC(C)(C)C)c(C)n1CCC(C)C	2.1	-16.1
53	Cc1[nH]c2ccc(C(=O)O)cc2c1C	-0.7	-22.1
54	COc1cccc(CN(CC2CCCO2)S(=O)(=O)c2ccc(S(=O)(=O)NCC3CCCO3)cc2)c1OC (stereo unspecified)	9.2	3.0
55	COc1ccc(NC(=O)CC2C(=O)N(c3cccc(OC)c3)C(=O)N2CCC(C)C)cc1 (stereo unspecified)	4.5	-0.3
56	COCCCNC(=O)c1ccc(N(C)S(=O)(=O)c2ccc(OC)cc2)cc1	-7.0	-5.3
57	C=CCSc1nc2c(c(=O)[nH]c(=O)n2C)n1CC	-2.9	1.8
58	Cc1ccc(Sc2c(C#N)c(-c3ccccc3)nn2C)cc1	-13.1	14.9
59	CS(=O)c1ccccc1COC(=O)Nc1ccc(Cl)cc1 (stereo unspecified)	-0.9	12.2
60	COc1ccc(-c2nn(CC(=O)Nc3ccc(Cl)c(Cl)c3)c(=O)c3ccccc23)cc1	-1.1	17.9
61	CC(C)N(C)CCOC(=O)c1ccccc1Br	2.9	1.2
62	COc1ccccc1NC(=O)C1CC(=O)OC1c1ccccc1 (stereo unspecified)	-4.4	20.0
63	COc1ccc(N(C(=O)Cn2nnc3ccccc32)C(C(=O)NCc2ccco2)c2cccnc2)cc1 (stereo unspecified)	-4.8	-2.6
64	COC(=O)Cn1nc(-c2ccccc2)c2cc(Cl)ccc21	-10.0	9.3
65	CCOc1cc(NS(=O)(=O)c2ccc(Cl)cc2)c(OCC)cc1NC(=O)CC(C)C	0.6	6.0
66	CC(C)=CC/C=C1\CCC(C(=O)O)C(C(=O)O)C1 (stereo unspecified)	-6.0	-11.5
67	Cc1cc(C)nc(SCc2nnc(SCC(=O)Nc3cc(C(F)(F)F)ccc3Cl)o2)n1	3.3	-4.1
68	Cc1ccc(-c2ccnc3nc(Sc4ncc(C(F)(F)F)cc4Cl)nn23)cc1	0.3	12.5
69	CC1CCN(C(=O)c2ccc(COc3ccccc3Cl)o2)CC1	-4.4	-11.9
70	COc1ccc(Oc2cc(C(F)(F)F)cnc2C(N)=O)cc1	5.0	-4.1
71	CCc1c(C)nc2ncnn2c1Nc1ccc(C#N)c(Cl)c1	4.1	4.6
72	CC(=O)N/C(=N\OCc1ccc(Br)cc1)c1nonc1NC(C)=O	-1.7	18.4
73	Cc1c(NC(=O)C(C)Sc2ccccc2)c(=O)n(-c2ccccc2)n1C (stereo unspecified)	-12.0	7.6
74	Cc1cccc(OCC(=O)N/N=C\c2cc3c(cc2[N+](=O)[O-])OCO3)c1C	0.0	-10.3
75	COc1cccc(-c2nnc(SCC(=O)OC(C)C)n2Cc2ccco2)c1	-6.3	16.0
76	Cc1onc(-c2ccccc2Cl)c1C(=O)NCC1CCCO1 (stereo unspecified)	1.9	7.5
77	CC(NC(=O)Nc1ccccc1O)(C(F)(F)F)C(F)(F)F	3.6	14.9
78	COc1cccc(NCc2cc3c(C(C)(C)C)nn(-c4ccccc4)c3[nH]c2=O)c1	-1.0	8.4
79	O=C(NCc1cccs1)C1CCN(c2nc3ccccc3o2)CC1	-2.5	-9.9
80	Nc1nnnn1CC(=O)OCc1cccc(Br)c1	-2.3	5.9

From compound 63 to 80, as listed above:
no.	SMILES	ARNT TACC3 PPI	LGR2 antag
63	COc1ccc(N(C(=O)Cn2nnc3ccccc32)C(C(=O)NCc2ccco2)c2cccnc2)cc1 (stereo unspecified)	-4.8	-2.6
64	COC(=O)Cn1nc(-c2ccccc2)c2cc(Cl)ccc21	-10.0	9.3
65	CCOc1cc(NS(=O)(=O)c2ccc(Cl)cc2)c(OCC)cc1NC(=O)CC(C)C	0.6	6.0
66	CC(C)=CC/C=C1\CCC(C(=O)O)C(C(=O)O)C1 (stereo unspecified)	-6.0	-11.5
67	Cc1cc(C)nc(SCc2nnc(SCC(=O)Nc3cc(C(F)(F)F)ccc3Cl)o2)n1	3.3	-4.1
68	Cc1ccc(-c2ccnc3nc(Sc4ncc(C(F)(F)F)cc4Cl)nn23)cc1	0.3	12.5
69	CC1CCN(C(=O)c2ccc(COc3ccccc3Cl)o2)CC1	-4.4	-11.9
70	COc1ccc(Oc2cc(C(F)(F)F)cnc2C(N)=O)cc1	5.0	-4.1
71	CCc1c(C)nc2ncnn2c1Nc1ccc(C#N)c(Cl)c1	4.1	4.6
72	CC(=O)N/C(=N\OCc1ccc(Br)cc1)c1nonc1NC(C)=O	-1.7	18.4
73	Cc1c(NC(=O)C(C)Sc2ccccc2)c(=O)n(-c2ccccc2)n1C (stereo unspecified)	-12.0	7.6
74	Cc1cccc(OCC(=O)N/N=C\c2cc3c(cc2[N+](=O)[O-])OCO3)c1C	0.0	-10.3
75	COc1cccc(-c2nnc(SCC(=O)OC(C)C)n2Cc2ccco2)c1	-6.3	16.0
76	Cc1onc(-c2ccccc2Cl)c1C(=O)NCC1CCCO1 (stereo unspecified)	1.9	7.5
77	CC(NC(=O)Nc1ccccc1O)(C(F)(F)F)C(F)(F)F	3.6	14.9
78	COc1cccc(NCc2cc3c(C(C)(C)C)nn(-c4ccccc4)c3[nH]c2=O)c1	-1.0	8.4
79	O=C(NCc1cccs1)C1CCN(c2nc3ccccc3o2)CC1	-2.5	-9.9
80	Nc1nnnn1CC(=O)OCc1cccc(Br)c1	-2.3	5.9

Next section.
no.	SMILES	ARNT TACC3 PPI	LGR2 antag
81	CC(C)C(OC(=O)c1cc2sccc2n1C)C(=O)NCC1CCCO1 (stereo unspecified)	-3.2	6.5
82	C=CCN1CN(S(=O)(=O)c2cccs2)c2nc3ccccc3nc21	1.3	-15.3
83	Nc1nnc(SCC(=O)NCCOc2ccccc2)s1	-3.7	-7.9
84	Cc1nn(Cc2ccccc2)c2sc(C(=O)N3CCN(Cc4ccc5c(c4)OCO5)CC3)cc12	1.9	0.1
85	COc1ccc(C2C(=O)N(CCc3ccccc3)CC(=O)N2C2CCCC2)cc1 (stereo unspecified)	-0.5	6.4
86	CCSc1nc2c(c(=O)n1-c1ccc(F)cc1)SCC2	17.1	-15.2
87	COC(=O)c1ccc(Cn2cnc3c(cnn3-c3ccc(F)cc3)c2=O)o1	-5.8	3.5
88	CCOC(=O)c1ccc(NS(=O)(=O)c2cc(-c3nnnn3C(C)C)ccc2OC)cc1	0.8	-17.0
89	Cc1cc(C)cc(-n2c(N)c(C(=O)Nc3c(C)n(C)n(-c4ccccc4)c3=O)c3nc4ccccc4nc32)c1	2.3	-5.1
90	O=C(Nc1ccccc1Cl)N1CCN(c2ccc3nnc(-c4ccc(F)cc4)n3n2)CC1	2.9	9.1
91	CC(=O)NC1N=C(C)N(c2ccccc2)C1=O (stereo unspecified)	2.3	0.9
92	Cc1cc(C(=O)CNCc2ccco2)c(C)n1-c1ccc(F)cc1	-1.5	-33.6
93	O=C(NN=C1C2CC3CC(C2)CC1C3)c1cc(Cl)ccc1O	33.3	14.8
94	Cc1ccc(NS(=O)(=O)c2ccc(CCC(=O)NCCO)cc2)cc1	-1.1	16.5
95	COCCN(CC(=O)Nc1cccc(C)c1)S(=O)(=O)c1ccc(S(=O)(=O)N2CCCC2)cc1	6.4	-4.7
96	O=C(c1ccco1)N1CCN(c2nc3ccccc3n3nnnc23)CC1	-6.8	-27.6
97	Cc1ccc(NC(=S)NC(=O)c2ccc(-c3ccccc3)cc2)cc1	-3.1	25.1

Screening data from PubChem.
